Screening data from PubChem.
CHOP UPR activ: apoptotic UPR (CHOP) activation. CHO-CHOP luciferase reporter, luminescence; percent of tunicamycin response over DMSO baseline. activation, % at 10 µM. actives 0.34% (n = 330,000). AID 449763;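 active = at 10 µM dose, activation of 40% or more, normalized to positive control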;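 note: 100% = tunicamycin at 10 µg/mL and 0% = DMSO alone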
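Test system: CHO CHOP reporter cells. Input: 500 CHO-CHOP cells per well. Medium: F12 with 10% FBS. Technique: luciferase luminescence. Measure: percent activation relative to tunicamycin control. Dosing: 10 µM compound, 0.5% DMSO. Timing: 16-18 h cell attachment, then 6 h compound exposure, 37 °C.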
Jurkat NFkB inh: lowers PMA/ionomycin-induced NF-kB signal in Jurkat cells | inhibition, % at 4 µM | PMA/ionomycin-induced NF-kB luciferase reporter, luminescence | actives 0.53% (n = 330,000); in the data active = inhibition above about 50%
EBI2 antag: EBI2 (human) antagonism; EBI2 beta-arrestin recruitment, luminescence, 7a,25-OHC stimulated; AID 651636; inhibition, % at 5 µM; actives 0.81% (n = 360,000); in the data active = inhibition above about 38%;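 note: enzyme fragment complementation signal reports receptor beta-arrestin coupling in cells; 0% = agonist plus DMSO wells and 100% = wells without agonist; some results beyond the cut were filed as inactive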
Target sequence (P32249 whole entry, looked up, the tested form may be a part): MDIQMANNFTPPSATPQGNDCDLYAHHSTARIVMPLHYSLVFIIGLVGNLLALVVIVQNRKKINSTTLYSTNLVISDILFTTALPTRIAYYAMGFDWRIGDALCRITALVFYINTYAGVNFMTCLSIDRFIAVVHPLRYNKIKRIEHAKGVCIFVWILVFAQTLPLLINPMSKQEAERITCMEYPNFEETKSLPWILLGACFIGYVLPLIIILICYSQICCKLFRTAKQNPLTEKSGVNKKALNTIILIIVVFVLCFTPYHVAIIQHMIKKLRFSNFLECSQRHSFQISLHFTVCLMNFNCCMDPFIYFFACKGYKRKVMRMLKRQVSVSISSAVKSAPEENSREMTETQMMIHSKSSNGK
CXCR6 inh: CXCR6 (human) receptor inhibition | CHO-K1 PathHunter CXCR6 beta-arrestin, luminescence | inhibition, % at 20 µM | actives 0.36% (n = 360,000); in the data active = inhibition above about 34%, passing the limit was not always enough;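 note: antagonist mode with CXCL16 agonist at 10 nM final; 0% = 10 nM CXCL16 with DMSO and 100% = unstimulated wells without agonist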
Target sequence (O00574 whole entry, looked up): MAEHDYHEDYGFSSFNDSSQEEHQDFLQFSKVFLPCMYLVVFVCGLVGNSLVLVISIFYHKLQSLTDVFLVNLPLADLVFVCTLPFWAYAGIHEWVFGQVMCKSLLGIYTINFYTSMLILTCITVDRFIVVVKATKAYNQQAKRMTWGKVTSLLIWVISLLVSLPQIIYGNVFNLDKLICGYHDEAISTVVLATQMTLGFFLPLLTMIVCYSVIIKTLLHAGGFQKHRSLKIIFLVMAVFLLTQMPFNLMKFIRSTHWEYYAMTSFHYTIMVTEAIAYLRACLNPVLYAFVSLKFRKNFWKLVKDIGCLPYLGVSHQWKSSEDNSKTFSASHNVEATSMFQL
Mdm2 MdmX PPI: disrupts the human Mdm2-MdmX interaction. actives 3% (n = 330,000). SaOS-2 split-luciferase Mdm2/MdmX complementation, luminescence. O15151+Q00987. AID 485346. inhibition, % at 8 µM;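 active = inhibition of at least 50% at 8 µM in the primary screen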
Gli-Sufu antag: antagonists of Gli-Sufu signaling; Sufu-KO-LIGHT fibroblasts, Gli luciferase reporter luminescence; inhibition, % at 5 µM; actives 0.74% (n = 340,000); AID 588413;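 active = inhibition above about 55%, limit read from the data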;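 note: 0% = DMSO-treated cells and 100% = wells with medium but no cells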
697 NFkB inh: lowers PMA/ionomycin-induced NF-kB signal in 697 B cells. 697 B-cell NF-kB luciferase reporter, 16 h. inhibition, % at 4 µM. actives 0.33% (n = 330,000). AID 435022; in the data active = inhibition above about 35%
CCR6 antag: blocks CCL20-driven beta-arrestin recruitment at human CCR6; P51684; CHO-K1 CCR6 PathHunter beta-arrestin, luminescence, CCL20-stimulated; inhibition, % at 20 µM; actives 0.49% (n = 340,000); AID 493098;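 active = compounds whose inhibition of the agonist-driven luminescence signal at 20 µM reaches about 50%, limit read from the data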;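 note: cells stimulated with CCL20 at 14 nM final; plate controls were DMSO with CCL20 for no effect and DMSO without agonist for full effect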
Target sequence (P51684 whole entry, looked up): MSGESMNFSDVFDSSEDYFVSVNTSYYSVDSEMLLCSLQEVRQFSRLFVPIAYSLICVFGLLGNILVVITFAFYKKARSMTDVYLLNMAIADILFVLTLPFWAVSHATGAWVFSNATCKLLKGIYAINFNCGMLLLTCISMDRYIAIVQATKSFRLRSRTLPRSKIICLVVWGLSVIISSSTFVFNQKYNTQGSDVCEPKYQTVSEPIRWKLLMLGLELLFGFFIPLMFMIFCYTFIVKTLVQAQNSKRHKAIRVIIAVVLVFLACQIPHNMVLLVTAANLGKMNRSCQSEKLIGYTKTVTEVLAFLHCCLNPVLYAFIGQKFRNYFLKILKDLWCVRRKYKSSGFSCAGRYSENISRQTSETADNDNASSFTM
UPR XBP1 act: activators of adaptive arm of unfolded protein response (XBP1) | actives 0.33% (n = 330,000) | activation, % at 20 µM | CHO-XBP1 luciferase reporter, IRE1-XBP1 UPR activation, luminescence; percent of tunicamycin response, DMSO as zero;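 active = versus positive control, 20 µM dose yields 30% or more activation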;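 note: 100% = tunicamycin at 10 µg/mL and 0% = DMSO only wells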
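Material: CHO-XBP1 cells stably carrying IRE1-XBP1-driven luciferase reporter / Amount: 1000 cells per well / Compound: 20 µM, 1% DMSO / Times: 6 h treatment, 37 °C / Detection: luciferase luminescence / Measure: % activation of reporter signal versus tunicamycin and DMSO controls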
* = called active by the depositor; . = not tested or not shown.

SMILES	CHOP UPR activ	Jurkat NFkB inh	EBI2 antag	CXCR6 inh	Mdm2 MdmX PPI	Gli-Sufu antag	697 NFkB inh	CCR6 antag	UPR XBP1 act
CC1CCCC(N2CCN(C(=O)c3ccccc3F)CC2)C1 (configuration not stated)	-1.2	-6	-13	-1	13	-9	-1	-2	-5
Cc1ccc(C(=O)OCC(=O)c2c(N)n(C)c(=O)n(C)c2=O)cc1S(=O)(=O)N1CCOCC1	-1.5	6	-5	-8	16	-4	-8	8	1
CCOC(=O)C1=C(O)CSC1=Nc1cccc2ccccc12	-1.0	-3	-5	7	3	-2	2	14	-1
CSc1ccccc1NC(=O)c1ccccc1	0.9	-9	0	-6	19	-8	2	2	4
O=C(NC1CC2CCCC(C1)N2C(=O)NC1CCCCC1)c1ccccc1 (configuration not stated)	-0.9	15	3	1	11	13	5	0	0
CCOc1ccc(OCC)c(NC(=O)CN(C)S(=O)(=O)c2cnc[nH]2)c1	-0.8	0	7	-2	-5	-20	11	12	-4
COc1ccc(OC)c(CN2CCN(CC(=O)Nc3ccccc3C(=O)NC3CC3)CC2)c1	-1.7	-1	-13	6	5	20	0	0	1
COc1ccc(CN2C(=O)C(C)N(C(=O)c3c(F)cccc3F)c3ccccc32)cc1 (configuration not stated)	-1.4	-13	-8	-11	14	5	-8	13	-5
CCc1ccc(Nc2nnc(SCC(=O)NCCN3C(=O)CSC3=O)s2)cc1	4.5	-39	6	0	2	-33	-43	-4	2
Cc1ccc(S(=O)(=O)N2[C@@H](c3ccc(Cl)cc3)C(C(=O)O)=CC[C@H]2c2cccc(C)c2)cc1	-1.1	11	-5	-6	6	9	9	4	1
Cn1cccc1Cc1nnc(SCC(=O)NCC2CCCO2)n1C (configuration not stated)	0.8	-2	-3	-1	-2	.	3	1	3
NC(=O)CSc1cn(CCNC(=O)c2cccs2)c2ccccc12	0.7	-3	-4	-2	2	-4	4	-7	2
Cc1cc(C)nc(NS(=O)(=O)c2ccc(NC(=O)COc3ccccc3)cc2)n1	-0.1	1	9	1	15	2	3	15	-1
CC(C)CNC(=O)COc1ccccc1[N+](=O)[O-]	1.0	8	-6	3	-19	-14	-18	14	4
O=C(N/N=C/c1sc(N2CCCCC2)nc1-c1cccs1)C1CC1	2.1	-24	6	1	1	3	6	11	3
CCCN(c1ccc(C)cc1)c1nc(=O)c2cccnc2s1	-2.6	-1	-13	8	12	12	3	16	-6
Cc1ccc2[nH]c(=O)c3cc(C(=O)NCCN4CCN(C)CC4)sc3c2c1	0.6	-7	-2	0	15	3	-13	-5	-1
CCCCN(CC)CCCNC(=S)Nc1ccc2nc(N3CCN(C)CC3)cc(C)c2c1	1.3	-29	2	7	56*	12	-3	14	-1
C=C(C)CSC1=C(C#N)C(c2ccsc2)CC(=O)N1 (configuration not stated)	0.0	-5	1	9	12	6	18	1	1
CCn1c(CNC(=O)COc2ccc(C(C)C)cc2)nnc1SCC(=O)Nc1ccccc1F	0.2	1	-1	0	10	-3	11	-12	-2
Cc1ccc(S(=O)(=O)/N=C(/Nc2ccc([N+](=O)[O-])cc2[N+](=O)[O-])c2ccccc2)cc1	0.2	27	-21	22	8	-5	-25	39	-3
CN1CCN(Cc2cccc3ncccc23)CC1CCO (configuration not stated)	0.5	2	8	1	6	2	9	11	0
COc1ccc(NC(=O)CN2CCN(S(=O)(=O)N(C)C)CC2)cc1	0.2	1	-7	-8	9	2	7	3	-7
CCOC(=O)C(C)CC(C)C(=O)N1CCOCCOCCN(C(=O)C(C)CC(C)C(=O)OCC)CCOCC1 (configuration not stated)	0.3	8	-4	3	10	1	11	1	2
CCc1nc2ccccc2c(C(=O)Nc2cc(C)ccc2C)c1C	1.5	1	-5	-8	25	5	12	12	-3
CCOc1cc(C(=S)N2CCOCC2)ccc1OC(=O)/C=C/c1ccc(OC)c(OC)c1	1.2	0	-2	13	11	3	10	19	-1
COc1ccc(NC(=S)N2CCN(S(=O)(=O)c3ccc(C)cc3)CC2)cc1	0.0	7	19	-7	20	-5	11	9	-5
CCOC(=O)C1CCN(C(=O)c2cnn3c(C)cc(C)nc23)CC1	-1.2	2	2	-4	-5	-7	4	9	0
CC(NC(=O)/C=C/c1ccccc1)c1ccccc1 (configuration not stated)	-0.8	9	-2	3	-11	-11	23	0	1
O=C(Nc1cc(C(F)(F)F)ccc1-n1cncn1)c1ccc(-c2ccccc2)cc1	-0.2	-7	1	4	11	5	-55	-15	-1
COc1cc(C(=O)Nc2ccc(O)cc2C(=O)O)ccc1OC(C)=O	-0.9	15	1	7	13	8	31	-2	-2
O=C(c1cc2ccccc2o1)N1CCN(c2cccc(C(F)(F)F)c2)CC1	-1.4	-6	37	-1	28	3	3	7	0
O=S(=O)(c1ccc(Br)cc1F)N1CCCCC1CCO (configuration not stated)	.	.	-1	-3	.	-2	.	10	.
CCn1c(CC(=O)Nc2ccccc2F)nnc1SCC(=O)NC1CCCC1	-0.2	17	-12	-19	-3	-6	10	2	-6
C[C@H](NC(=O)c1nc[nH]c1C(=O)NC(c1ccccc1)c1ccccc1)C(=O)OC(C)(C)C	3.4	24	-8	10	29	5	11	-2	-3
CN(CCc1ccccc1)C(=O)c1ccc(NC(=O)Cc2cccc(NC(=O)C3CCN(C(=O)C4CCCC4)CC3)c2)cc1	.	.	-5	2	.	-7	.	8	.
CCN(CC(=O)N1CCCC1)S(=O)(=O)c1ccc(F)cc1	-0.1	7	-1	-1	-4	3	-12	7	-3
C=CCOC(=O)C1=C[C@@H](c2ccc(C(F)(F)F)cc2)C[C@@H](OCc2ccc(CO)cc2)O1	1.1	-4	16	6	8	-1	-2	16	-1
COc1ccc(Cl)cc1NC(=O)C1COc2ccccc2O1 (configuration not stated)	1.8	-33	6	2	-5	-15	-21	21	-1
O=C(C1CC(=O)N(C2CCCC2)C1)N1CCN(c2ccccc2F)CC1 (configuration not stated)	0.2	12	-6	8	-8	4	14	-7	-1
COc1cccc(/C=N/NC(=O)c2ccc(=O)n(C)c2)c1OC	1.5	2	-1	-2	-24	-1	-6	1	-1
CC1CCCCN1Cc1cnc(Cl)s1 (configuration not stated)	-0.6	11	-7	-8	6	0	1	5	2
CC(=O)Nc1ccc(S(=O)(=O)N2CCN(Cc3ccncc3)CC2)cc1	1.4	24	1	-2	-11	7	1	-3	-1
COc1cc2c(c(OC)c1OC)-c1ccc(SC)c(=O)cc1C(NC=O)CC2 (configuration not stated)	.	.	-15	6	.	47	.	9	.
O=C(OCCN1CCOCC1)c1cccc(F)c1	0.5	-4	-7	2	21	20	10	4	-6
O=C(O)c1ccc2c(=O)n3c(nc2c1)/C(=C/c1ccc(Cl)c(Cl)c1)CC3	1.6	-11	1	2	17	-4	3	17	-1
Cc1oc2c(c1C(=O)c1ccccc1)C(=O)C(=O)c1ccccc1-2	67*	-25	-4	36	97*	6	2	71*	-1
O=C(NC1CCCCC1)C1(S(=O)(=O)c2ccc(Cl)cc2)CC1	2.8	-2	5	-2	20	35	13	15	0
Fc1ccccc1N1CCN(c2ncnc3nc[nH]c23)CC1	0.2	11	7	-8	26	-20	9	-14	-2
CC(C)NC(=O)N(Cc1ccc(Cl)cc1)Cc1cccs1	0.3	4	0	5	-7	8	-16	13	-2
CC(=O)c1ccc(S(=O)(=O)N(C)CCCC(=O)N2CCN(c3ncccn3)CC2)cc1	-0.2	11	5	11	39	4	6	0	1
Brc1ccc(CN2CCN(c3ccccc3)CC2)o1	0.1	-6	-11	-6	14	39	16	9	-6
CCCOc1ccc(C(=O)Nc2ccc(S(=O)(=O)N3C[C@@H]4C[C@@H](C3)c3cccc(=O)n3C4)cc2)cc1	3.3	-15	23	-4	33	27	31	3	2
C[C@H]1C[C@H]2[C@@H]3CCC4=CC(=O)C=C[C@]4(C)[C@@]3(F)[C@@H](O)C[C@]2(C)[C@@]1(O)C(=O)CO	2.5	11	-2	-3	-26	6	16	-4	-4
COc1cc(/C=N/N(C)c2ccccc2)ccc1O	3.8	-163	-9	-1	-117	-97	-182	1	11
CCOc1ccc(OCC)c(S(=O)(=O)NNC(=O)c2c(C)nc3ccccn23)c1	2.9	10	-12	1	8	6	11	10	-3
CC(=O)Nc1ccc(S(=O)(=O)N(Cc2cc3ccc(C)cc3[nH]c2=O)CC2CCCO2)cc1 (configuration not stated)	0.9	-48	-9	-11	-29	-11	-44	5	-2
CCOc1ccccc1N1CCN(CC(=O)NC(C)c2ccccc2)CC1 (configuration not stated)	-2.1	-21	2	-8	18	16	-6	6	-2
S=C(Nc1ccc2[nH]ccc2c1)NC1CCCCC1	2.7	-62	0	1	-33	-24	-110	9	5
O=C(Nc1ccccc1Oc1ccccc1)C1=COCCO1	-1.1	10	0	-2	15	-9	-7	14	3

Grouped by structure: the entries above containing an NH in an aromatic ring (6)
SMILES	CHOP UPR activ	Jurkat NFkB inh	EBI2 antag	CXCR6 inh	Mdm2 MdmX PPI	Gli-Sufu antag	697 NFkB inh	CCR6 antag	UPR XBP1 act
CCOc1ccc(OCC)c(NC(=O)CN(C)S(=O)(=O)c2cnc[nH]2)c1	-0.8	0	7	-2	-5	-20	11	12	-4
Cc1ccc2[nH]c(=O)c3cc(C(=O)NCCN4CCN(C)CC4)sc3c2c1	0.6	-7	-2	0	15	3	-13	-5	-1
C[C@H](NC(=O)c1nc[nH]c1C(=O)NC(c1ccccc1)c1ccccc1)C(=O)OC(C)(C)C	3.4	24	-8	10	29	5	11	-2	-3
Fc1ccccc1N1CCN(c2ncnc3nc[nH]c23)CC1	0.2	11	7	-8	26	-20	9	-14	-2
CC(=O)Nc1ccc(S(=O)(=O)N(Cc2cc3ccc(C)cc3[nH]c2=O)CC2CCCO2)cc1 (configuration not stated)	0.9	-48	-9	-11	-29	-11	-44	5	-2
S=C(Nc1ccc2[nH]ccc2c1)NC1CCCCC1	2.7	-62	0	1	-33	-24	-110	9	5

Following part
SMILES	CHOP UPR activ	Jurkat NFkB inh	EBI2 antag	CXCR6 inh	Mdm2 MdmX PPI	Gli-Sufu antag	697 NFkB inh	CCR6 antag	UPR XBP1 act
N#Cc1ccccc1Sc1ccccc1C(=O)N1CCOCC1	-2.5	-1	3	0	-13	0	-12	-10	-5
CN1CCC(N(C)C(=O)c2ccc(Cl)c(S(=O)(=O)N3CCCCC3)c2)CC1	0.7	-14	2	1	-13	4	7	1	1
CC(=O)N1N=C(N)SC1c1cccc([N+](=O)[O-])c1 (configuration not stated)	-1.3	0	-9	-2	-2	6	-1	-1	-3
Cc1ccc(Cl)cc1N1CCN(C(=O)c2noc(C(C)C)c2[N+](=O)[O-])CC1	1.7	2	2	-9	68*	-1	-10	-5	-5
COc1ccc(C)cc1NC(=O)C(NCC(O)c1ccccc1)c1ccccc1 (configuration not stated)	-1.9	7	7	-1	16	6	15	15	-4
Cc1ccc(S(=O)(=O)NCCc2cc3ccc(C)cc3[nH]c2=O)cc1	0.3	1	0	0	-11	-16	5	16	-3
Cc1cc(C)cc(NC(=O)N2CCCN(Cc3c(F)cccc3Cl)CC2)c1	1.1	-13	5	6	12	-4	7	10	-1
Cc1cc(C)nc(NC(=O)c2ccccc2O)n1	-0.3	-4	-8	-9	-28	-1	19	9	1
COc1ccc(C2CC(=O)Oc3cc(C)cc(C)c32)cc1 (configuration not stated)	1.0	.	3	13	2	-3	1	16	0
